Abeta yeast res – A-beta toxicity reversal in yeast | yeast expressing A-beta42, growth rescue, OD600, 48 h; response scale: 0% DMSO, 100% iron-clioquinol control | Potency, µM (doses to about 46.1 µM), for inactives: at the highest dose growth rescue, most hits filed as activators | 410,000 tested, 0.063% active | AID 1347071; also: potency is read from the fitted curve at half-maximal effect; nearly all actives have a fitted effect of over 55% in size
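Yeast growth medium received pinned compounds, then yeast cells expressing toxic A-beta were added; plates incubated at 30 C for 48 hr. Growth read as absorbance at 600 nm, normalized to DMSO and equimolar FeCl3 plus clioquinol controls.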
PLK1 PBD block – PLK1 (human) polo-box domain binding inhibition; P53350; 360,000 tested, 2.8% active; Potency, µM, inactives show max response, negative = inhibition, usual class: inhibitors; Plk1 PBD binding of FITC phosphopeptide, fluorescence polarization; AID 720504; also: potency is read from the fitted curve at half-maximal effect; series mostly up to about 57 µM; % is scaled to controls: 0 for no effect and ±100 for the full control effect; nearly all actives have a fitted effect of over 65% in size
Target sequence (P53350 whole entry, looked up, the tested form may be a part): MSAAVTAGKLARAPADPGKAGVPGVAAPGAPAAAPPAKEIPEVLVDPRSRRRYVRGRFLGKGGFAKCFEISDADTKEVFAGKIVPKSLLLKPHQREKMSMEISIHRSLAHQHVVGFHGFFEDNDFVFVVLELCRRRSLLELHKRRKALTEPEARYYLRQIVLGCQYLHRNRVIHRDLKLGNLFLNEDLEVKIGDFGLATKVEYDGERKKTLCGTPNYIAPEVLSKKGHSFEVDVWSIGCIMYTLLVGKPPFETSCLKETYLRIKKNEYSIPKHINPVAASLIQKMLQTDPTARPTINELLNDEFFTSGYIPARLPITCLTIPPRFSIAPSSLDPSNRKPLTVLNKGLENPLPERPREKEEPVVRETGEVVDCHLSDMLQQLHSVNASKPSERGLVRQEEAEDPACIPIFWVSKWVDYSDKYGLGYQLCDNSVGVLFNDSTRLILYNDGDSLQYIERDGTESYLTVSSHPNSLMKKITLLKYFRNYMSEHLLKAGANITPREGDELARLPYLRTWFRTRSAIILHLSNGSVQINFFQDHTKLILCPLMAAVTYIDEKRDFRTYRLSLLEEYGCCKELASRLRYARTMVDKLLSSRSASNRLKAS
IL2 activator – activates IL-2 in a cell-based reporter assay; 360,000 tested, 0.065% active; activation, % (series mostly up to about 46 µM); IL-2 activation reporter assay, cell-based qHTS; stimulated with anti-CD3/CD4/CD28 beads; in transgenic mouse T cells; in the data active = activation above about 50%; inconclusive = mostly about 30% to 49%; also: 0% is about no effect
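First, unstimulated transgenic mouse T cells were exposed to compound for 60 min. Next, anti-CD3/anti-CD4-coated beads with anti-CD28 were added. Finally, after 18 h at 37 degrees C, EGFP and DsRed were imaged.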
FUS yeast rescue – suppressors of FUS proteinopathy in yeast; S. cerevisiae FUS-expressing, growth rescue, OD600, 24 h; Potency, µM (doses to about 76.6 µM), inactives show top-dose growth rescue (activation), usual class: activators; 390,000 tested, 0.24% active; AID 1347120;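 also: potency is read from the fitted curve at half-maximal effect; plate controls were DMSO vehicle for no effect and reference control for full effect; nearly all actives have a fitted effect of over 55% in size; some results filed as inactive show a strong effect at the top dose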
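Quantitative HTS measuring growth restoration of FUS-toxic yeast. Galactose-induced cells (OD 0.005) were exposed 24hr at 30C to compounds at several concentrations, then absorbance at 600 nm was recorded.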
EPAC1 antagonist – EPAC1 (human) antagonism; O95398; EPAC1 GEF assay, Rap1b-BODIPY-GDP exchange fluorescence; Potency, µM (titrated, usually from 115 µM), for the others: top-dose activity change, negative = inhibition, usual class: inhibitors; 360,000 tested, 0.14% active; AID 720709;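 also: potency is read from the fitted curve at half-maximal effect; plate controls were vehicle for no effect and positive control for full effect; nearly all actives have a fitted effect of over 50% in size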
WRN inhibitor – blocks human WRN helicase; Q14191; WRN helicase unwinding, fluorescent forked duplex, kinetic; Potency, µM (titrated, usually from 114 µM), for inactives: at the highest dose activity change, negative = inhibition, actives largely listed as inhibitors; 360,000 tested, 0.46% active; AID 651768; also: potency is read from the fitted curve at half-maximal effect; % is scaled to controls: 0 for no effect and ±100 for the full control effect; nearly all actives have a fitted effect of over 55% in size
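Fluorescence dequenching readout, ex 525 nm/em 598 nm, kinetic mode: forked duplex DNA (100 nM final) with adjacent fluorophore and quencher unwound by WRN (20 nM final) with 2 mM ATP. Compound preincubation 15 min, room temperature.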
EPAC1 ag – EPAC1 (human) agonism; O95398; EPAC1 agonist qHTS, biochemical assay; response scale: 100% = response to 6.5 mM cAMP; Potency, µM (series often up to 154 µM), for the others: top-dose activation, actives largely listed as activators; 360,000 tested, 0.073% active; AID 720707; also: potency is read from the fitted curve at half-maximal effect; nearly all actives have a fitted effect of over 60% in size
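Normalized to 6.5 mM cAMP, activity reflects EPAC1-catalysed release of BODIPY-GDP from Rap1B, followed kinetically over 30 min at 480 nm excitation, 540 nm emission. Reaction contained 100 nM EPAC1, 250 nM Rap1B-BODIPY-GDP, 50 uM GDP.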
PI5P4K alpha inh – inhibitors of human PI5P4K alpha. max response, %. 330,000 tested, 1.2% active. AID 652105. P48426. PI5P4Kalpha enzyme, ADP-Glo luminescence, 60 min; hits give low values; active = max response of -50% or lower; inconclusive = between -30% and -50%; inactive = -30% or higher; also: value at the top dose of about 77 µM; % is scaled to controls: 0 for no effect and ±100 for the full control effect
Target sequence (P48426 whole entry, looked up): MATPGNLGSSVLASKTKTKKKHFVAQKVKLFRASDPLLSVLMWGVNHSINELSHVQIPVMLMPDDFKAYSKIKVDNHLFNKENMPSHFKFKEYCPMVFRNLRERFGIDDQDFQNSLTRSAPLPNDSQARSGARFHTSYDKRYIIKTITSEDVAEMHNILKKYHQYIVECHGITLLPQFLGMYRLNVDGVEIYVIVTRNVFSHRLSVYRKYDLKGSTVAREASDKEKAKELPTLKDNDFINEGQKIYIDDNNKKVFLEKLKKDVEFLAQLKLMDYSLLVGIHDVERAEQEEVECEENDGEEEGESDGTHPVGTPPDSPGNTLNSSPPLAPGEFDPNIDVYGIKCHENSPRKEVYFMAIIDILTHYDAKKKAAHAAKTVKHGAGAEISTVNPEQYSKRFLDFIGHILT
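Controls without substrate or without enzyme flank wells where PI5P4Kalpha converts substrate using 5 microM ATP (final). Incubation lasts 60 minutes at room temperature; ADP formed is read by ADP-Glo luminescence.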
Numbers without * were called inactive; u = inconclusive; x = no result given; & = joins results of further samples; [ ] = another dose, or the depositor's remark. Unless noted, calls follow the shape of the dose curve; as a rule, active = well fitted curve in the direction sought with a large enough effect; inconclusive = small, poorly fitted or top-dose-only effect, or another doubt; inactive = no such curve, though single readings can be large; an effect the other way counts as inactive or inconclusive. The order is random; about 4.1% have a hit in one of these screens.

SMILES	Abeta yeast res	PLK1 PBD block	IL2 activator	FUS yeast rescue	EPAC1 antagonist	WRN inhibitor	EPAC1 ag	PI5P4K alpha inh
Cn1nc(C(C)(C)C)cc1N1C(=O)CCC1(C)C(=O)NCc1ccccc1 (centres undefined)	-13%	-6%	-0.1	-7%	-11%	3%	7%	4
CCc1n[nH]c2c1C(=O)CC(C)(C)C2	-5%	0%	-2.0	8%	20%	-17%[57.1 µM]	-9%	3
O=C(C(=O)N1CCCN(Cc2ccc(F)cc2)CC1)c1ccccc1	-6%	-6%	0.0	15%	1%	-9%	1%	-3
O=C(NCc1ccccc1Cl)c1ccc2c(=O)n(CCCN3CCCC3=O)c(=S)[nH]c2c1	7%	-10%	-2.2	11%	-5%	-20%	0%	x
O=C(COC(=O)C12CC3CC(CC(Br)(C3)C1)C2)NNC(=O)c1ccccc1	3%	4%	0.6	16%	-18%	4%	6%	0
C/C(=N/OC(=O)C1CC1)c1cc(-c2ccc(Cl)cc2)no1	3%	-2%	0.2	-46%	4%	-2%	4%	12
O=C(NCCc1ccc2c(c1)OCCO2)c1cc2ccccc2o1	-25%	5%	-2.8	13%	2%	2%	5%	x
FC(F)(F)c1ccc(Sc2nnc(-c3cccs3)n2CC2CCCO2)nc1 (centres undefined)	9%	-9%	-0.5	20%	6%	9%	4%	x
CCCCCCCC1CC(CSC(=N)N)OC1=O (centres undefined)	-16%	-6%	-2.6	x	-9%	-5%	-3%	1
CSCC[C@H](N)C(=O)N1CCC(C(=O)N[C@H](C)C(=O)NC(C)c2ccccc2)CC1 (some centres undefined)	-8%	4%	0.2	-7%	-1%	1%	-10%	2
CNS(=O)(=O)c1cccc(C(=O)NNC(=O)c2ccc(COc3ccccc3)cc2)c1	18%	-4%	-0.5	3%	-15%	0%	9%	6
CC(Sc1cccc[n+]1[O-])C(=O)Nc1cccc(S(=O)(=O)N2CCOCC2)c1 (centres undefined)	20%	u	-0.8	9%	16%	u	17%	-8
Cc1cc(NCc2ccncc2)ccc1Br	0%	1%	1.0	-22%	8%	5%	3%	1
CSc1ccc(C2(O)Cc3cccc[n+]3C2c2ccccc2)cc1 (centres undefined)	-1%	0%	1.2	12%	20%	-21%	0%	6
COc1cccc(C2=NNC(=NCc3ccccc3)SC2)c1	0%	-24%	-2.9	37%	4%	-6%	-5%	0
C[C@]12C=C[C@H](O)CC1=CCC1C2CC[C@@]2(C)C1CCC21OCCO1 (some centres undefined)	-9%	-7%	-0.6	11%	-11%	5%	-1%	30
CCOc1ccc(C(=O)N2CCN(C(=O)c3ccco3)CC2)cc1OCC	13%	-1%	1.9	-11%	1%	-5%	-1%	x
CCOC(=O)c1[nH]c(C)c(C(=O)OCc2c(C)noc2C)c1C	9%	-9%	-1.4	10%	10%	-6%	-11%	1
Cc1nc(CNS(=O)(=O)c2ccc3c(c2)CCCC3)cs1	-7%	5%	-0.7	24%	1%	2%	-8%	-4
CCc1ccc(C2(O)CC(C(F)(F)F)=NN2C(=O)Cc2ccc([N+](=O)[O-])cc2)cc1 (centres undefined)	17%	-6%	-1.4	38%	-17%	-5%	0%	x
CCCCCCc1nc2ccccc2c(=O)n1N	2%	-7%	-1.0	-1%	-28%	-21%[57.1 µM]	-9%	3
Cc1ccc2cc3cc(C(=O)N4CCN(Cc5ccccc5)CC4)sc3nc2c1	3%	-9%	0.6	15%	-1%	4%	9%	x
O=C(CCCC1=NS(=O)(=O)c2ccccc2N1)OCc1ccc(Cl)cc1	9%	-5%	-2.5	-1%	-12%	-9%	1%	2
O=[N+]([O-])c1ccc(N2CCN(S(=O)(=O)c3ccc(Cl)cc3)CC2)cc1NCC1CCCO1 (centres undefined)	0%	2%	-2.0	-14%	-8%	-5%	17%	x
COc1ccc(/C=N/NC(=O)c2ccccc2Cl)cc1CSc1nc2ccccc2s1	18%	-8%	-1.4	u	-12%	-13%	12%	x
Cc1cc(C)cc(NC(=S)NCc2ccncc2)c1	9%	-19%	0.1	9%	6%	6%	7%	2
COc1ccc(C(=O)Nc2ccccc2N2CCN(C(=O)C(C)C)CC2)cc1Cl	-9%	4%	0.4	24%	5%	-2%	0%	-2
O=C(Nc1ccc(S(=O)(=O)N2CCN(Cc3ccccc3)CC2)cc1)c1cnccn1	-4%	-9%	-1.5	-3%	-1%	-17%	6%	0
Nc1cccn2c(-c3ccc(Cl)cc3)cnc12	-20%	27µM*	2.2	21%	-19%	-8%[57.1 µM]	1%	-21
CC(C)Oc1ccc(C(=O)OCC(=O)N2CCCc3ccccc32)cc1	16%	-6%	-2.4	23%	-7%	-1%	10%	0
CC(Sc1nnc(COc2ccccc2)n1Cc1ccccc1)C(=O)O (centres undefined)	1%	-14%	-0.2	30%	-2%	-2%	-7%	-23
CC(Sc1nnc(N)s1)C(=O)NCc1ccc2c(c1)OCO2 (centres undefined)	-12%	-12%	0.0	-30%	-13%	7%	11%	3
O=C(CN1C(=O)NC(Cc2c[nH]c3ccccc23)C1=O)Nc1ccccc1C(F)(F)F (centres undefined)	-18%	0%	0.0	-28%	-2%	-3%	8%	1
CCCOc1c(Br)cc(C(N)=O)cc1OCC	8%	u	-1.4	26%	-13%	1%	-5%	6
COC(=O)CN1C(=O)C(O)=C(C(C)=O)C1c1ccc([N+](=O)[O-])cc1 (centres undefined)	6%	-15%	-0.1	34%	1%	1%	2%	-1
Cc1nc2sc(C(c3cccc(F)c3)N3CCC(O)CC3)c(O)n2n1 (centres undefined)	15%	-9%	1.3	-1%	-5%	-2%	9%	4
OC1(c2cccc(C(F)(F)F)c2)CCN(CCN2CCCCC2)CC1	3%	6%	-1.0	6%	7%	6%	3%	1
CCN(CC(=O)Nc1c(F)cccc1F)C(=O)CCC(=O)c1ccc(F)cc1	-7%	-4%	-3.8	2%	-4%	1%	8%	-3
O=S(=O)(Nc1c(F)cccc1F)c1ccc2c(c1)OCCO2	5%&-8%	-1%	-2.2	-8%&-10%	-14%	-10%	8%	0
CC(C)CNC(=S)N1CCC(C(=O)c2ccc3c(c2)OCCO3)CC1	20%	-6%	-0.3	9%	6%	-10%	5%	9
Cn1c(=O)c2c(nc(CCc3ccccc3)n2C)n(C)c1=O	-1%	0%	-0.4	7%	-5%	5%	0%	5
C#CCN1C=CC(=O)[C@@H](OC(=O)Nc2ccccc2Br)[C@H]1c1ccccc1Br	5%	-9%	-0.2	24%	-7%	-5%	-6%	-6
Cc1cc(N2CCN(c3cccc(C(F)(F)F)c3)CC2)n2nc(C)nc2n1	1%	-9%	-1.5	-23%	-12%	-32%[57.1 µM]	-9%	2
N=C1C(=O)NC(=O)C1c1ccccc1 (centres undefined)	-10%	-8%	-5.2	x	8%	-1%	3%	15
CCCNC(=O)C1(C)CCCN(CC(=O)c2ccc3c(c2)OCCO3)C1 (centres undefined)	-10%	-6%	-0.3	-1%	-12%	0%	-4%	2
O=C(NCCCO)c1cc2ccccc2[nH]1	-2%	3%	-2.3	21%	3%	0%	-1%	1
COc1ccc(CCCNC(=O)C2CCC(=O)N(CC3CCCCC3)C2)cc1 (centres undefined)	-3%	-1%	-4.8	x	-10%	-26%	-2%	5
COC(=O)c1sc2nc(CSc3nc4ccc(C)cc4[nH]3)[nH]c(=O)c2c1C	7%	12%	u	10%	0%	-14%	9%	u
NC(=O)c1nn(-c2ccc(Oc3ccccc3)cc2)c(=O)cc1O	-5%	-1%	0.2	11%	3%	2%	2%	1
O=C(O)CNC(=O)/C(=C\c1ccco1)NC(=O)c1ccco1	-4%	-5%	0.5	-3%	7%	5%	7%	0

Next section, starting with the last 2 of the part before.
SMILES	Abeta yeast res	PLK1 PBD block	IL2 activator	FUS yeast rescue	EPAC1 antagonist	WRN inhibitor	EPAC1 ag	PI5P4K alpha inh
NC(=O)c1nn(-c2ccc(Oc3ccccc3)cc2)c(=O)cc1O	-5%	-1%	0.2	11%	3%	2%	2%	1
O=C(O)CNC(=O)/C(=C\c1ccco1)NC(=O)c1ccco1	-4%	-5%	0.5	-3%	7%	5%	7%	0
CCC(=O)Nc1ccc2c(c1)ncn2-c1ccc(C)cc1	19%	-12%	0.9	3%	-29%	0%	3%	-5
N#CC1=C(N)C2=CCCC[C@H]2[C@H](c2cccc(F)c2)C1(C#N)C#N	-16%	-27%	8.0	7%	-17%	-18%	17%	1
COc1ccc(Cc2nc(C(=O)Nc3ccc(F)cc3)cs2)cc1	-15%	3%	-0.9	9%	0%	-5%	14%	-1
COc1ccc(NC(=O)CCc2ccccc2)cc1NC(=O)c1ccco1	19%	-5%	-2.5	38%	0%	6%	14%	x
O=C(CCNC(=O)c1ccc(Br)cc1)Nc1nccs1	-14%	8%	0.9	-4%	3%	-4%	-1%	-3
O=C(O)C1=C[C@H](c2ccc(F)cc2)C[C@H](OCc2ccc(CO)cc2)O1	-7%	-4%	1.7	-21%	2%	-2%	9%	-5
Cc1cc(O)ccc1-c1cccc2nccn12	5%	-12%	2.7	-12%	-20%	5%	-8%	0
COc1cccc(CNC(=O)Cc2csc(Nc3nc(=S)[nH]c4ccccc34)n2)c1	-6%	-6%	1.6	-4%	2%	-2%	6%	-10
CN(Cc1ccccc1)c1oc(COc2ccccc2F)nc1C#N	17%	u	-2.6	13%	-28%	-2%	0%	2
CCCS/C(N)=N/N=C/c1ccccc1O	-4%	-8%	-0.2	5%	-21%	-5%	-2%	0
CNC(=O)C1CC(=O)N(c2ccc(OCC(=O)NCc3ccccc3)cc2)C1 (centres undefined)	-1%	-8%	-2.6	2%	21%	1%	-2%	-5
CNc1ncnc2c1ncn2[C@H]1CN(Cc2ccc(-c3ccccc3)cc2)C[C@@H](CO)O1	-7%	3%	0.6	34%	-1%	6%	-11%	-5
O=C(Nc1ccc(F)c([N+](=O)[O-])c1)C1CCCO1 (centres undefined)	6%	-3%	-0.2	-7%	-9%	-16%	8%	-11
COc1ccc(-c2n(Cc3ccccc3)c3ccccc3[n+]2Cc2ccccc2)cc1	-3%	-6%	-2.0	19%	-5%	-12%	3%	5
CCN(CC)c1ccc(/C=C2/C(=O)ON=C2C)cc1	20%	u	-0.5	-6%	u	-16%	7%	-1
